Screens (PubChem BioAssay)
KCNQ1 pot – potentiates or activates the human KCNQ1 potassium channel. P51787. CHO-K1 KCNQ1, thallium flux FluxOR fluorescence; hits give high values. B-score at 10 µM. actives 0.35% (n = 310,000);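 active = fluorescence ratio B-score, a plate-corrected score, at least three library SD, with initial intensity B-score within 5 SD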
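Test system: CHO-K1 cells stably expressing KCNQ1 / Medium: assay buffer / Also added: depolarizing K+/Tl+ stimulus, K2SO4 and Tl2SO4 each 12.5 mM in 5x stock / Incubation: 90 min dye loading and 20 min compound exposure, both at room temperature / Signal: thallium influx via FluxOR fluorescence, kinetic imaging / Evaluation: B score of baseline-normalized fluorescence ratio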
TRPC4 inh – TRPC4 (mouse) channel inhibition | Q9QUQ5 | HEK293 TRPC4beta/mu-opioid, DAMGO-evoked Fluo4 calcium flux; hits give low values | B-score at 10 µM | actives 0.39% (n = 300,000) | AID 2247;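 active = B-score over 3 SD under the library average, no early fluorescence shift, positive overall ratio signal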
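Test system – stable TRPC4beta/mu-opioid receptor HEK293 cells · Probe or stimulus – DAMGO, a submaximal dose followed by a maximal one · Dosing – one concentration per compound · Signal – Fluo4 calcium fluorescence by kinetic imaging, 5 s 1 Hz baseline · Evaluation – per-well B score of integrated baseline-normalized Fluo4 ratio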
KCNK9 block – blocks the human KCNK9 two-pore domain potassium channel. HEK293 KCNK9, FluxOR thallium flux fluorescence; hits give low values. B-score at 10 µM. actives 1.2% (n = 310,000);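 active = ratio B-score over 3 SD below the library mean, with starting fluorescence within 5 SD of its mean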;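 note: negative B-score means less thallium flux so channel inhibition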
KCNK3 block – human KCNK3 channel inhibition, primary screen | O14649 | CHO-KCNK3 thallium flux, FluxOR fluorescence; hits give low values | B-score at 10 µM | actives 0.84% (n = 340,000) | AID 602410;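 active = B-score under library mean minus 4 SD, starting fluorescence ratio at most library mean plus 5 SD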;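 note: more negative B-score means stronger inhibition of thallium flux through KCNK3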
KCNQ1 block – human KCNQ1 channel inhibition; actives 1.3% (n = 310,000); CHO-K1 KCNQ1, FluxOR thallium flux fluorescence; hits give high values; AID 2642; B-score at 10 µM; P51787;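 active = compounds whose thallium flux B-score, printed positive for inhibition, exceeds three library SD while starting fluorescence stays within three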;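 note: channel opened by potassium depolarization with thallium stimulus after 20 min compound exposure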
TRPC4 potent – allosteric potentiators of mouse TRPC4 channel; HEK293 TRPC4beta/mu-opioid, DAMGO EC20, Fluo-4 Ca2+ flux; hits give high values; B-score at 10 µM; actives 0.42% (n = 310,000); AID 2227;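 active = B-score of calcium response area above 5 SD of library B-scores, with initial fluorescence ratio within 5 SD of library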;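 note: B-score of integrated fluorescence ratio over time as area under calcium response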
Platelet DG rel – modulates dense granule release in human platelets. human platelet-rich plasma, SFLLRN dense granule ATP release, luminescence. actives 0.22% (n = 300,000). inhibition, %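 (compounds screened at 7.5 µM in platelet-rich plasma)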. AID 1663;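 active = mean replicate score, as percent of positive control, at or above 50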
hERG protect – shields human hERG channel from block by proarrhythmic agents; activation (rescue from dofetilide block), less the hit threshold, % at 10 µM; CHO-hERG, FluxOR thallium flux, dofetilide IC70 present; actives 0.51% (n = 310,000); AID 1511;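 active = activation above the mean of controls blocked by dofetilide plus 5 SD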;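 note: thallium influx through hERG after potassium depolarization seen as dye fluorescence rise; in these data hits start at about 4.7%; inactives centre near -7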
Target sequence (Q12809 whole entry, looked up): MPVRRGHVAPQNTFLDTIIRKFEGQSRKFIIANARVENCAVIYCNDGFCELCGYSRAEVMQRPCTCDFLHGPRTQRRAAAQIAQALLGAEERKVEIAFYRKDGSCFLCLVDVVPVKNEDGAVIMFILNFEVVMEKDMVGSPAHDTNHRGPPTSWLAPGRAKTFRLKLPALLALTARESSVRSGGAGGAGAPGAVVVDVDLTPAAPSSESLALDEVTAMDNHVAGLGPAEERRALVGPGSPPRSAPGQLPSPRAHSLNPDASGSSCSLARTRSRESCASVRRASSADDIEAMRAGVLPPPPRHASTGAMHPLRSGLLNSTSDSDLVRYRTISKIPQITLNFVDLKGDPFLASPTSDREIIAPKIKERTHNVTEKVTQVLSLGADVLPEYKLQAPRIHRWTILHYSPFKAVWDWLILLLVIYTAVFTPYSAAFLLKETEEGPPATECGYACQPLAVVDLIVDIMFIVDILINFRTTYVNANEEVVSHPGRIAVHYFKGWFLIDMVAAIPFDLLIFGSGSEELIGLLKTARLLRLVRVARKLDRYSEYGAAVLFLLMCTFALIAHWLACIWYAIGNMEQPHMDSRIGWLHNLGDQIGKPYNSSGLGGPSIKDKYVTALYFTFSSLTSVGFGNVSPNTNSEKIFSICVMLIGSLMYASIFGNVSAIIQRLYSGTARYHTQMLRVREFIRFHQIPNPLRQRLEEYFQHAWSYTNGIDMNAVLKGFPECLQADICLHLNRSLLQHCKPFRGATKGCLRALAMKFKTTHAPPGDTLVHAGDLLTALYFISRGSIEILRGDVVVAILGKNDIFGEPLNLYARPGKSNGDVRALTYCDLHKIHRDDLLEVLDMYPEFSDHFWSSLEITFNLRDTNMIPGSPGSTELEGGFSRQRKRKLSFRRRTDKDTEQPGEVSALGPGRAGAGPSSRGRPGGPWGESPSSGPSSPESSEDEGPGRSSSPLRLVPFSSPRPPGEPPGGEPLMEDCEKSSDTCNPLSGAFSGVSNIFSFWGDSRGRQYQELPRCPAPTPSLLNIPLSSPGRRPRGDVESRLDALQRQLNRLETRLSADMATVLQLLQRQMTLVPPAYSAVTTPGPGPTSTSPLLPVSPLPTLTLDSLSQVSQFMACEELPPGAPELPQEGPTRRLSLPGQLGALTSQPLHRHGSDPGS
PolyA inhibitor – blocks polyadenylation in yeast reporter cells; S. cerevisiae SKY197-pL101 polyadenylation reporter, beta-gal luminescence; efflux-impaired pdr1/pdr3 knockout yeast; score 100 = 6 SD above DMSO; calls only at 12 µM; actives 0.02% (n = 300,000); AID 1875;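 active = lowest replicate activity score at least 50, where 100 means six control SD above control mean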;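 note: yeast exposed to compound for 9 h at 30 °C; higher score means more reporter readthrough which indicates perturbed polyadenylation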
TRPC4 act – activators of mouse TRPC4 channel. B-score at 10 µM. actives 0.49% (n = 310,000). Q9QUQ5. AID 2237. HEK293 TRPC4beta/mu-opioid, Fluo4 calcium fluorescence; hits give high values;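 active = B-score above 5 SD of library B-scores, and initial fluorescence ratio not above library mean plus 5 SD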;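 note: positive B-score marks a calcium rise read as TRPC4 activation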
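System – HEK293 cells stably co-expressing mouse TRPC4beta and mu-opioid receptor · Signal – Fluo4 calcium-sensitive dye fluorescence, kinetic, 1 Hz baseline · Benchmarks – buffer (low) and maximal DAMGO (high) · Read-out – B score of integrated fluorescence ratio per well · Incubation – dye loading 45 min room temperature, 110 s kinetic read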
Dyrk1A ADPGlo – inhibitors of rat Dyrk1A kinase; Q63470; ADP-Glo luminescence, NFATc1 peptide; inhibition, % at 12.5 µM; actives 0.43% (n = 310,000); AID 504441; in the data active = inhibition above about 50%;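 note: plate controls were vehicle with enzyme for no effect and no enzyme for full effect; many of its hits are not listed in these tables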
The depositor's hits bear a star; i = inactive; / = no result given. The list is partial; count on the stated rates, not on these rows.

SMILES	KCNQ1 pot	TRPC4 inh	KCNK9 block	KCNK3 block	KCNQ1 block	TRPC4 potent	Platelet DG rel	hERG protect	PolyA inhibitor	TRPC4 act	Dyrk1A ADPGlo
COc1ccc(N=C2NC(=O)C(CC(=O)NCCc3ccc(OC)c(OC)c3)S2)cc1 (centres undefined)	i	i	i	i	i	i	3	-1	i	i	-1
O=C(Cn1c(=S)nc2ccccn21)N1CCc2ccccc2C1	i	i	i	i	i	i	-6	-7	i	i	4
CN(CC(=O)Nc1ccc(Cl)cc1)C(=O)c1cc(-c2cccs2)nn1-c1ccccc1	i	i	i	i	i	i	21	-9	i	i	-5
Cc1cc(C)n(CCCN2CCC(C(=O)Nc3cccc(-c4cccc(F)c4)c3)CC2)n1	i	i	i	i	i	i	2	-18	i	i	6
CCOC(=O)Cc1nc2nc(C)cc(C)n2n1	i	i	i	i	i	i	-17	-9	i	i	0
COC(=O)CNc1nc(C2CC2)nc2c1nnn2Cc1ccccc1Cl	i	i	i	i	i	i	-6	-8	i	i	5
Cc1ccccc1N1CCN(C2CCCN(C(=O)c3noc4c3CCCC4)C2)CC1 (centres undefined)	i	i	i	i	i	i	8	-11	i	i	0
O=C(CNC(=O)c1ccco1)OCN1C(=O)c2ccccc2C1=O	i	i	i	i	i	i	13	-8	i	i	-4
COc1ccccc1C(=O)C1CCCN(Cc2ccc3c(c2)OCCO3)C1 (centres undefined)	i	i	i	i	i	i	4	-6	i	i	6
COc1ccc2c(ccc[n+]2CC(=O)c2ccc(C)cc2)c1	i	i	i	i	i	i	-5	-10	i	i	4
O=C(Cc1c[nH]c2ccccc12)NCc1ccc(Cl)cc1Cl	i	i	i	i	i	i	7	-17	i	i	3
CCCc1cc(=O)n2[nH]c(C)cc2n1	i	i	i	i	i	i	-7	-14	i	i	4
CSc1ccccc1NC(=O)c1ccoc1C	i	i	i	i	i	i	-4	-14	i	i	9
Cc1ccc(CCNC(=O)C2CCCN(S(=O)(=O)c3c(C)noc3C)C2)cc1 (centres undefined)	i	i	i	i	i	i	4	-7	i	i	14
CC(NC(=O)c1cc(COc2cccc(C(F)(F)F)c2)on1)c1nccs1 (centres undefined)	i	i	i	i	i	i	4	-13	i	i	10
O=C(c1cc(N2C(=O)C3C4CCC(C4)C3C2=O)ccc1Cl)N1CCN(c2ccc(F)cc2)CC1 (centres undefined)	i	i	i	i	i	i	-12	-12	i	i	-1
CC(=O)N[C@H]1C(O)O[C@H](CO)[C@@H](O)[C@@H]1O (some centres undefined)	i	i	i	i	i	i	-3	-4	i	i	-2
COc1cccc2cc(C(=O)OC3CCN(C)CC3)c(=O)oc12	i	i	i	i	i	i	37	-6	i	i	-1
COC(=O)c1cc(S(=O)(=O)NCC2CCN(Cc3ccc(Cl)cc3)CC2)cn1C	i	i	i	i	i	i	-13	-3	i	i	0
COCCNC(=O)Cn1cc(C(=O)c2ccco2)c2ccccc21	i	i	i	i	i	i	1	-8	i	i	-2

Part of the list above in order of molecular weight, rising.
SMILES	KCNQ1 pot	TRPC4 inh	KCNK9 block	KCNK3 block	KCNQ1 block	TRPC4 potent	Platelet DG rel	hERG protect	PolyA inhibitor	TRPC4 act	Dyrk1A ADPGlo
COc1cccc2cc(C(=O)OC3CCN(C)CC3)c(=O)oc12	i	i	i	i	i	i	37	-6	i	i	-1
Cc1ccc(CCNC(=O)C2CCCN(S(=O)(=O)c3c(C)noc3C)C2)cc1 (centres undefined)	i	i	i	i	i	i	4	-7	i	i	14
Cc1ccccc1N1CCN(C2CCCN(C(=O)c3noc4c3CCCC4)C2)CC1 (centres undefined)	i	i	i	i	i	i	8	-11	i	i	0

Single records, as listed above.
Profile of `O=C(Cc1c[nH]c2ccccc12)NCc1ccc(Cl)cc1Cl` → KCNQ1 pot: i; TRPC4 inh: i; KCNK9 block: i; KCNK3 block: i; KCNQ1 block: i; TRPC4 potent: i; Platelet DG rel: 7; hERG protect: -17; PolyA inhibitor: i; TRPC4 act: i; Dyrk1A ADPGlo: 3
Profile of `O=C(CNC(=O)c1ccco1)OCN1C(=O)c2ccccc2C1=O` → KCNQ1 pot: i; TRPC4 inh: i; KCNK9 block: i; KCNK3 block: i; KCNQ1 block: i; TRPC4 potent: i; Platelet DG rel: 13; hERG protect: -8; PolyA inhibitor: i; TRPC4 act: i; Dyrk1A ADPGlo: -4

(continued)
SMILES	KCNQ1 pot	TRPC4 inh	KCNK9 block	KCNK3 block	KCNQ1 block	TRPC4 potent	Platelet DG rel	hERG protect	PolyA inhibitor	TRPC4 act	Dyrk1A ADPGlo
O=C(NC1CCCCC1)c1ccc(S(=O)(=O)c2ccccc2)cc1	i	i	i	i	i	i	3	-5	i	i	1
CC(=O)N/N=C(/c1ccccc1)C(O)c1ccccc1 (centres undefined)	i	i	i	i	i	i	-3	-6	i	i	6
O=C(CCn1c(=O)oc2ccccc21)Nc1ccc(N2CCOCC2)cc1	i	i	i	i	i	i	16	-2	i	i	3
CC(=O)N1[C@H](C)C=C[C@]1(Cc1ccccc1)C(=O)NCCc1c[nH]c2ccccc12	i	i	i	i	i	i	-8	-8	i	i	1
O=C(Nc1cccc(Cl)c1)N1CCN2C(=O)c3ccccc3C12c1ccccc1 (centres undefined)	i	-6*	i	i	11*	i	-18	-11	i	i	14
O=C1c2ccc([N+](=O)[O-])cc2NC(c2ccco2)N1/N=C/c1ccco1 (centres undefined)	i	i	i	i	i	i	3	-9	i	i	-5
O=C(COc1ccccc1)NC1CCCCCCC1	i	i	i	i	i	39*	-7	-6	i	i	-5
COc1ccc(-n2nc(C(=O)NCC(=O)NCCCN3CCOCC3)c3ccccc3c2=O)cc1	i	i	i	i	i	i	-1	-7	i	i	0
CC1CCC(C(C)C)C(OC(=O)C[n+]2cccc(C(N)=O)c2)C1 (centres undefined)	i	i	i	i	i	i	-2	-6	i	i	0
O=C(OCc1ccc([N+](=O)[O-])cc1)c1cc([N+](=O)[O-])ccc1N1CCOCC1	i	i	i	i	i	i	6	-6	i	i	-10
COc1ccc(/C=C(/C#N)C(=O)Nc2cccc([N+](=O)[O-])c2)cc1C(=O)O	i	i	i	i	i	i	-1	-5	i	i	18
CCOc1ccc(CN2CCC(C(=O)N3CCN(c4ccccc4F)CC3)CC2)cc1OC	i	i	i	i	i	i	-3	-14	i	i	0
COc1ccc(-c2c3c(=O)n(C)c(=O)n(C)c3cn2-c2ccccc2O)cc1	i	i	i	i	i	i	6	-3	i	i	5
CNc1ccc(/C=C2\COc3ccccc3C2=O)cc1[N+](=O)[O-]	i	i	i	i	i	i	5	-3	i	i	2
O=C(NCc1ccco1)/C(=C/c1ccccc1)NC(=O)c1ccco1	i	i	i	i	i	i	0	-2	i	i	-3
CCOc1ccc(NC(=O)C2CCCN(c3nn4c(=O)cc(C)nc4s3)C2)cc1 (centres undefined)	i	i	i	i	i	i	-2	-6	i	i	-7
Cc1nnc2sc(-c3ccccn3)nn12	i	i	i	i	i	i	3	-1	i	i	6
CCOc1cccc(C(=O)NC(=S)Nc2ccc(N3CCCC3)cc2)c1	i	i	i	i	i	i	3	-8	i	i	-2
CCCCCC(=O)Nc1ccc(-c2csc(N)n2)cc1	i	i	i	i	i	i	4	-5	i	i	-5
CCOc1ccc(NC(=O)CN(C)C(=O)c2ccc(OCC3CCCO3)cc2)cc1OCC (centres undefined)	i	i	i	i	i	i	3	-5	i	i	6
CC1=NN(CCC#N)C(=O)/C1=C/c1ccc(N(C)C)cc1	i	i	i	i	i	i	2	-15	i	i	/
COC(=O)COc1ccc(/C=N/NS(=O)(=O)c2ccccc2)cc1	i	i	i	i	i	i	4	-8	i	i	13
Cc1c(-n2c(SCC(N)=O)nc3ccccc3c2=O)c(=O)n(-c2ccccc2)n1C	i	i	i	i	i	i	1	-6	i	i	-1
Nc1nnc(SCC(=O)NC2CCCCCC2)s1	i	i	i	i	i	i	6	-9	i	i	7
Cc1ccc(NC(=O)CCSc2nc(C)cc(C)n2)cc1	i	i	i	i	i	i	-1	-5	i	i	1
COc1ccc(OC)c(-n2c(C)cc(C=O)c2C)c1	i	i	i	i	i	i	8	-5	i	i	-5
CC(C)(C)C1CCC(OCC(O)CN2CCN(c3ccccc3)CC2)CC1 (centres undefined)	i	i	i	i	i	i	22	-2	i	i	-3
O=C(COC(=O)/C=C/C(=O)OCC(=O)NC12CC3CC(CC(C3)C1)C2)NC12CC3CC(CC(C3)C1)C2	i	i	i	i	i	i	8	-12	i	i	2
CCC(C)N(CCNC(=O)c1ccc(NC2=NC3CS(=O)(=O)CC3S2)cc1)Cc1ccco1 (centres undefined)	i	i	i	i	i	i	0	-5	i	i	3
CC(NC(=O)COC(=O)CCNC(=O)c1ccco1)C12CC3CC(CC(C3)C1)C2 (centres undefined)	i	i	i	i	i	i	/	-5	/	i	2
COc1ccccc1CNC(=O)Cc1csc(NC(=O)Nc2ccccc2OC)n1	i	i	i	-8.7*	i	i	8	-14	i	i	-3
O=C(O)CCn1ccnc1-c1ccccc1	i	i	i	i	i	i	-1	-6	i	i	1
C/C(=N\NC(=O)c1ccc(C(=O)N/N=C(\C)c2ccco2)o1)c1ccco1	i	i	i	i	i	i	-24	-10	i	i	19
Cc1cc(=O)[nH]c(N/N=C2/CCCC/C2=C\c2ccccc2)n1	i	i	i	i	i	i	0	3	i	i	5
CCCCc1ccc(NC(=O)N[C@@H](C)C(=O)O)cc1	i	i	i	i	i	i	2	-8	i	i	-4
O=c1cc(CN2CCN(Cc3ccc(F)cc3)C(CCO)C2)[nH]c2ccccc12 (centres undefined)	i	i	i	i	i	i	5	-9	i	i	/
NC(=O)c1ccccc1NC(=O)COc1ccc(Cl)cc1	i	i	i	i	i	i	0	-8	i	i	5
Cc1ccc(N2C(=O)N(CC(=O)Nc3ccc(C)cc3[N+](=O)[O-])C(=O)C2C)cc1 (centres undefined)	i	i	i	i	i	i	4	-6	i	i	-1
CCOc1ccccc1N1CN(C2CCCCC2)CNC1=S	i	i	i	i	i	i	/	-15	i	i	/
